GAA inhib: qHTS Assay for Inhibitors of Human alpha-Glucosidase as a Potential Chaperone Treatment of Pompe Disease | Potency, µM (top dose mostly 76.9 µM), inactives show top-dose activity change, negative = inhibition, actives largely listed as inhibitors | Lysosomal alpha-glucosidase (Homo sapiens), P10253 | 0.005% of 200,000 active | purified human GAA, 4-MU-alpha-glucoside fluorescence;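 further: plate controls were uninhibited enzyme wells for no effect and no-enzyme background for full effect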
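Fluorescence at Ex 365/Em 440 nm from 4-methylumbelliferone reported enzyme activity after 20 min at room temperature. Reactions used 4 nM enzyme and 400 uM substrate at pH 5.0; curves fitted with the Hill equation.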
GAA glycogen mod: qHTS Assay for Inhibitors and Activators of Human alpha-Glucosidase Cleavage of Glycogen | recombinant GAA, glycogen substrate, Amplex Red glucose oxidase fluorescence | Lysosomal alpha-glucosidase (Homo sapiens), P10253 | 0.38% of 300,000 active | Potency, µM (doses to about 76.4 µM), without a hit: at the top dose activity change, negative = inhibition, actives largely listed as inhibitors;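 further: 0% = full enzyme reaction and -100% = no-enzyme basal signal; the screen sought inhibitors and activators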
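Recombinant enzyme (4 nM final) with compounds titrated up to 77 uM and bovine liver glycogen (30 ug) in citrate pH 5.0, 0.01% Tween-20, 37 C 40 min. Released glucose detected by Amplex Red/glucose oxidase (Ex 573/Em 610); AC50 from Hill fits.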
HTT cytoprotect: qHTS Multiplex Assay to Identify Dual Action Probes in a Cell Model of Huntington: Cytoprotection (ATP); PC12 HTT-Q103 induced, cytoprotection, ATP luminescence, 40 h; Potency, µM (series often up to 56.4 µM), for the others: cytoprotection (ATP increase), hits mostly activators; 0.14% of 230,000 active; AID 1471, 2008;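 further: % of control where 0% means no effect; nearly all actives have a fitted effect of over 45% in size; toxic huntingtin expression switched on by the ecdysone agonist tebufenozide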
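Cells were plated at 1500 per well in phenol red-free DMEM with 5% equine and 5% calf serum. Tebufenozide (100 nM final) and compounds were added, then ATPlite reagent, and luminescence was read.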
HttQ103 aggreg: qHTS Multiplex Assay to Identify Dual Action Probes in a Cell Model of Huntington: Aggregate Formation (GFP); 1.1% of 220,000 active; PC12 HttQ103-GFP aggregates, Acumen cytometry, 40 h; Potency, µM (doses to about 46.1 µM), without a hit: at the top dose activity change, negative = inhibition, hits mostly inhibitors; further: on the % scale 0 is the no-effect control and ±100 the full control effect; nearly all actives have a fitted effect of over 60% in size
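PC12 cells stably carrying ecdysone-inducible HTT exon 1 Q103–GFP were induced with tebufenozide (100 nM final) and treated with library compounds in titration. GFP aggregates in lysates were counted by laser scanning cytometry.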
RGS12 GoLoco inh: qHTS Assay for Inhibitors of RGS12 GoLoco Motif Activity (Red Fluorophore). Guanine nucleotide-binding protein G(i) subunit alpha-1 (Homo sapiens), P63096. Gai1:RGS12 GoLoco peptide FP, rhodamine, 10 min. Potency, µM (top dose mostly 61.6 µM), without a hit: top-dose activity, negative = inhibition, actives largely listed as inhibitors. 0.44% of 230,000 active. AID 880, 2007; active means well fitted inhibition curve with a large enough effect, not every such curve was filed as active; inactive means no such curve, though single readings can be large or run the other way; further: on the % scale 0 is the no-effect control and ±100 the full control effect; nearly all actives have a fitted effect of over 30% in size; many of its hits are not listed in these tables
Target sequence (P63096 whole entry, looked up): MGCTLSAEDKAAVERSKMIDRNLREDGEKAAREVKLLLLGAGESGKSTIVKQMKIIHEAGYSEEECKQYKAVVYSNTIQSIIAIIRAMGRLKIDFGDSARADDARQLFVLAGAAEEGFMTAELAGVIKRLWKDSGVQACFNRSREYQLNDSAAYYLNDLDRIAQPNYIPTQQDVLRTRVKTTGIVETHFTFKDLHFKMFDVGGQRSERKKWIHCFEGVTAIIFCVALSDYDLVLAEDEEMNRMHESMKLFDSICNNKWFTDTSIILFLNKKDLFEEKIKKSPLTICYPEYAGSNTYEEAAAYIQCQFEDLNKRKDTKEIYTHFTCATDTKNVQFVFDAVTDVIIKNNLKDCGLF
aGlu spleen mod: qHTS Assay for Inhibitors and Activators of Human alpha-Glucosidase From Spleen Homogenate. Lysosomal alpha-glucosidase (Homo sapiens), P10253. human spleen homogenate, 4-MU-alpha-glucoside fluorescence. Potency, µM (titrated, usually from 79.9 µM), without a hit: top-dose activity change, negative = inhibition, usual class: inhibitors. 0.006% of 240,000 active;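 further: 0% = enzyme with vehicle and -100% = no enzyme basal signal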
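Human spleen homogenate (1 ug) incubated with compounds and 1 mM 4-methylumbelliferyl-alpha-D-glucopyranoside in pH 5.0 citrate/phosphate buffer, 37 C, 40 min. Stopped at pH 10; 4-MU fluorescence (Ex 365/Em 440 nm); AC50 by Hill fit.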
IMPase Li cell: qHTS Assay for Identifying the Cell-Membrane Permeable IMPase Inhibitors: Potentiation with Lithium; CHO-M1 cells, IP1 TR-FRET (IP-One), carbachol + lithium; AID 1457, 2008; Potency, µM (top dose mostly 59.4 µM), without a hit: at the top dose activity, negative = IMPase inhibition, most hits filed as inhibitors; 0.35% of 210,000 active;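 further: IP1 builds up when IMPase is blocked and the TR-FRET signal falls; plate controls were basal vehicle for no effect and high inhibitor control for full effect; nearly all actives have a fitted effect of over 50% in size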
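CHO cells stably expressing M1 receptor (2000/well) were cultured 16–30 h, then exposed to compounds with a small lithium addition for 30 min at 37C. IP1 was measured by TR-FRET competition; AC50 from Hill fits.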
Active calls of the source: *; u = inconclusive; x = no result given; & = joins results of further samples; [ ] = dose if it differs, or a comment. Unless noted, the call rests on the fitted dose curve; in most records, active means well fitted curve in the direction sought with a large enough effect; inconclusive means small, poorly fitted or top-dose-only effect, or another doubt; inactive means no such curve, though single readings can be large; an effect the other way counts as inactive or inconclusive. Potency means the concentration at half of the fitted maximal effect. An excerpt; count on the stated rates, not on these rows.

SMILES | GAA inhib | GAA glycogen mod | HTT cytoprotect | HttQ103 aggreg | RGS12 GoLoco inh | aGlu spleen mod | IMPase Li cell
C#CCN1C(C)=C(C(=O)OC)C(c2cccc([N+](=O)[O-])c2)C(C(=O)OCC)=C1C (centres undefined) | x | x | x | x | 4.9% | 12.6% | 19.5%
N#Cc1c(NCCN)nc(NCc2ccccc2)c2c1CCN(Cc1ccccc1)C2 | 3.1% | -11.3% | -25.8% | -3.3% | x | 1.5% | x
Cc1cccc(C(=O)NC2CCN(C(=O)N3CCOCC3)CC2)c1 | -0.8% | 2.5% | -8.2% | -7.8% | 7.5% | 1.5% | -2.3%[38.3 µM]
Cc1ccc(N2CC(=O)N(CC(=O)O)C2=O)cc1 | -4.3% | -12.3% | -19.5% | u | -16.3% | -4.2% | -11.6%
COc1ccc(NC(=O)COC(=O)[C@@H](NC(=O)c2c(F)cccc2F)C(C)C)cc1 | -2.1% | 9.7% | -4.4% | 15.5% | 18.4% | 0.9% | 8.7%
CCNc1nc2nc3ccc(C)cn3c(=O)c2cc1C(=O)NCC1CCCO1 (centres undefined) | u | -10.1% | -12.4%[10 µM] | 8.1%[9.22 µM] | 5.7% | 11.6% | -11.1%
Cn1c(SCC(=O)Nc2nc3c(s2)CCCC3)nnc1-c1ccccc1 | -1.8% | -4.0% | -2.5% | -0.3% | 2.9% | -7.5% | -2.8%[38.3 µM]
CN1/C(=C\C(=S)Nc2ccccc2)C(C)(C)c2ccccc21 | -31.0% | -0.3% | -126.3%[inhibitor] | u | 211.7%[activator] | -3.6% | 14.9%
Cc1ccc(N2C(=O)CC(N(CCc3ccccc3)C(=S)Nc3ccc(N(C)C)cc3)C2=O)cc1 (centres undefined) | -4.3% | 23.0% | -45.2%[inhibitor] | -26.0% | 6.9% | -5.5% | -7.3%[38.3 µM]
COc1ccc(CSc2n[nH]c(C)n2)cc1[N+](=O)[O-] | 9.5% | 3.0% | 4.3%[10 µM] | 7.9% | 2.8% | -7.1% | 4.0%
Nc1ccn(C2OC(CO)C(O)C2O)c(=O)n1 (centres undefined) | x | x | -207.9%[inhibitor] | x | 5.3%&-2.5% | -2.3%&-9.1% | 4.7%&11.0%
O=C(/C=C/c1cn(-c2ccccc2)nc1-c1ccc2c(c1)OCCO2)NCCCN1CCOCC1 | -2.0% | -1.5% | -52.4%[inhibitor] | -27.4% | 7.5% | x | 26.2%
CN(C)c1ccc(-c2nc(N(C)C)c3ccccc3n2)cc1 | x | x | -30.5%[inhibitor] | x | -4.6% | -7.2% | 11.1%
CC(=O)Nc1cccc(NC(=O)C2CCCN2C(=O)Nc2ccccc2C)c1 (centres undefined) | 2.5% | 8.0% | -17.7%[10 µM] | 4.8% | 3.6% | -3.3% | -11.1%[38.3 µM]
NC1=NS(=O)(=O)NC1c1ccc(Cl)cc1 (centres undefined) | 2.3% | 1.4% | 14.9% | -0.9% | -9.6% | -3.8% | -13.7%[38.3 µM]
CCO[C@@H]1OC(C(=O)NC2CC2)=C[C@H](C(C)(C)C)[C@H]1CCCO | x | -6.4% | 8.2%[10 µM] | 3.0%[9.22 µM] | 5.6% | 1.9% | x
COCC1CCCN(Cc2nc(Cc3ccccc3)no2)C1 (centres undefined) | 8.4% | 11.7% | x | x | -2.9% | -2.1% | 8.2%
CCOc1ccc(N2Nc3n[nH]c(N)c3N2)cc1 | -8.2% | 22.4µM* | -2.5%[10 µM] | 2.0% | 12.6% | -13.6% | -0.2%
COc1cc2oc(=O)cc(C)c2c(OC)c1OC | 2.9% | -2.7% | x | -9.0% | 5.1% | 0.4% | -2.1%
O=C(N/N=C/c1ccncc1)C1C2CCCCCCC21 (centres undefined) | -14.2% | 0.2% | x | 18.1% | 2.5% | -2.5% | -3.6%
C=CCNC(=S)Nc1ccc(C)cc1[N+](=O)[O-] | -0.4% | -2.1% | -6.9% | 3.4% | 1.9% | -3.7% | 12.8%
Cc1cc(C)nc(/N=C(\N)C2=C(O)CC(C)(C)CC2=O)n1 | -5.5% | -11.2% | -8.5% | 2.2% | 0.1% | -5.7% | -9.6%[38.3 µM]
COc1ccc(CN(C(=O)c2ccco2)c2ccccc2)cc1 | 5.0% | -0.6% | 6.4%[10 µM] | -0.8% | -2.8% | -21.9% | -0.6%
CC(C)NC(=O)CC(=O)N/N=C/c1cccs1 | u | -7.6% | -36.4%[10 µM] | -10.0%[9.22 µM] | 4.6% | 2.6% | 20.4%
Nc1ccc(S(=O)(=O)N2CCCC2)cc1 | -4.8% | -2.3% | 32.3% | -1.3% | -2.1% | -2.0% | 4.4%[38.3 µM]
CCN(CC)c1ccc(C=Nc2ccc(C)cc2C)c(O)c1 | -0.4% | -1.7% | 4.0%[10 µM] | 13.3%[9.22 µM] | 36.1%[activator] | -4.4% | 5.5%
CCOC(=O)C1=C(N)c2ccccc2CC1C1CCCC1 (centres undefined) | x | 1.5% | 20.9%[10 µM] | -3.9%[9.22 µM] | 7.4% | -1.5% | x
CCCN1CCN(c2ncnc3scc(C4COc5ccccc5O4)c23)CC1 (centres undefined) | x | 25.7% | -2.7%[10 µM] | -16.8% | 0.9% | 4.1% | 22.9%
Cc1nc(NCC2CCCO2)c2nnn(Cc3c(F)cccc3Cl)c2n1 (centres undefined) | -5.7% | 5.6% | 0.2%[10 µM] | 4.5%[9.22 µM] | -0.5% | -0.3% | 1.9%
COc1ccc2nc(NC(=O)C3CCCN(S(=O)(=O)c4c(C)noc4C)C3)sc2c1 (centres undefined) | -8.1% | 3.2% | -14.4%[10 µM] | -7.9% | 2.1% | -9.6% | 32.4%[activator][38.3 µM]
COc1ccc(CCCc2nnc(SCC(=O)N/N=C\c3ccc(O)c(OC)c3)o2)cc1C | -5.8% | -14.3% | -60.2%[inhibitor] | -4.6% | -2.5% | -2.2% | 16.9%[38.3 µM]
C[N+](C)(C)CC[N+]1(C)Cc2c(Cl)c(Cl)c(Cl)c(Cl)c2C1 | x | x | -15.1% | 16.7% | -44.7%&3.0% | 1.4%&1.1% | -7.1%&8.7%
COc1ccc(C(=O)CCC(C)(C)[N+](=O)[O-])cc1OC | 0.8% | 3.8% | -5.0%[10 µM] | 16.5% | 0.7% | 3.6% | -2.2%
Cc1nnc(SCC(=O)NN2C(=O)NC3(CCCCC3)C2=O)s1 | -4.0% | 18.8% | 9.1%[10 µM] | 1.6% | x | 0.6% | x
COc1cc2c(cc1OC)CN(C(=O)c1cc(S(=O)(=O)N3CCOCC3)ccc1Cl)CC2 | 0.5% | -7.2% | -2.9%[0.074 µM] | -5.6% | -1.1% | 4.1% | -4.4%[38.3 µM]
COc1ccc(/C=N/NC(=S)Nc2ccccc2)cc1COc1ccc(F)cc1 | 8.0% | -5.9% | x | -3.9% | -1.7% | 3.5% | -4.6%

Profiles, looked up by structure. Order of values: GAA inhib	GAA glycogen mod	HTT cytoprotect	HttQ103 aggreg	RGS12 GoLoco inh	aGlu spleen mod	IMPase Li cell
Cc1nc(NCC2CCCO2)c2nnn(Cc3c(F)cccc3Cl)c2n1 (centres undefined) is entered as -5.7%	5.6%	0.2%[10 µM]	4.5%[9.22 µM]	-0.5%	-0.3%	1.9%
COc1ccc2nc(NC(=O)C3CCCN(S(=O)(=O)c4c(C)noc4C)C3)sc2c1 (centres undefined) is entered as -8.1%	3.2%	-14.4%[10 µM]	-7.9%	2.1%	-9.6%	32.4%[activator][38.3 µM]
CCCN1CCN(c2ncnc3scc(C4COc5ccccc5O4)c23)CC1 (centres undefined) is entered as x	25.7%	-2.7%[10 µM]	-16.8%	0.9%	4.1%	22.9%
COc1ccc(CCCc2nnc(SCC(=O)N/N=C\c3ccc(O)c(OC)c3)o2)cc1C is entered as -5.8%	-14.3%	-60.2%[inhibitor]	-4.6%	-2.5%	-2.2%	16.9%[38.3 µM]
C[N+](C)(C)CC[N+]1(C)Cc2c(Cl)c(Cl)c(Cl)c(Cl)c2C1 is entered as x	x	-15.1%	16.7%	-44.7%&3.0%	1.4%&1.1%	-7.1%&8.7%

Next part
SMILES | GAA inhib | GAA glycogen mod | HTT cytoprotect | HttQ103 aggreg | RGS12 GoLoco inh | aGlu spleen mod | IMPase Li cell
CCOC(=O)C1CCN(C(=O)c2sc3ncnc(N4CCC(C)CC4)c3c2C)CC1 | 2.1% | 1.3% | -6.7%[10 µM] | -10.0% | 6.9% | -2.4% | 10.3%
O=C(NC1CCCCCC1)C(=S)NC1CCCCC1 | 6.3% | 14.5% | -20.9% | 0.8%[9.22 µM] | -0.7% | -1.0% | -6.1%
COC(=O)c1ccc(C(NC(=O)OCc2ccccc2)/C(=C/[C@@H](C)C(=O)NCc2cc(C)on2)c2cccnc2)cc1 (some centres undefined) | x | x | -31.2%[inhibitor] | x | 3.8% | -6.6% | -0.3%
CC(C)n1nc(C(=O)Nc2nnc(SCc3c(Cl)cccc3Cl)s2)c2ccccc2c1=O | -4.0% | -3.0% | 3.9% | -17.9% | 0.8% | 4.5% | 14.6%[38.3 µM]
Cc1nn(-c2ccccc2)c(C)c1/C=N/Nc1nc2ccccc2[nH]1 | -0.8% | u | -79.9%[inhibitor][10 µM] | 4.5% | 16.4% | -7.0% | 35.5%[activator]
O=C(c1cccc(N2C(=O)C3CC=CCC3C2=O)c1)N1CCCc2ccccc21 (centres undefined) | -5.2% | -8.8% | -36.9% | -5.8% | 6.8% | 2.9% | -1.6%
Nc1c2c(nc3ccc(Br)cc13)N(C1CCCCC1)CC2 | 0.8% | 29.7% | x | 3.7% | 6.3% | -23.4% | 16.4%
CCOC(=O)c1cc(-c2csc(-c3cccc(Cl)c3)n2)on1 | -9.7%[15.4 µM] | -0.2% | -42.7%[10 µM] | -14.8%[9.22 µM] | -5.7% | 3.5% | x
N#Cc1c(-c2ccco2)nc(NCC2CCCO2)[nH]c1=O (centres undefined) | -5.7% | -4.9% | 18.4%[0.074 µM] | -14.1% | 3.9% | -6.3% | u
Cc1noc(C)c1C(=O)N1CCC[C@@]2(CCN(Cc3ccc(C#N)cc3)C2)C1 | x | x | -60.1%[inhibitor] | x | 6.1% | 6.0% | 8.4%
NC(=O)COc1ccc(NC(=O)c2ccccc2-c2ccccc2)cc1 | 4.6% | 4.4% | -11.2% | -3.9% | -6.9% | -0.8% | 7.7%

Source: PubChem (National Center for Advancing Translational Sciences (NCATS))
